Screens deposited in PubChem by MTDP.
RNase H inhibition: RNase H inhibition, HIV 1 Gag Pol polyprotein, FRET biochemical assay, screening (AID 372); HIV-1 RT RNase H, FRET RNA/DNA substrate fluorescence; higher % means a stronger effect; inhibition, % at 10 µM; hits with a dose series show IC50 in µM; 100,000 compounds, 0.77% hits; in the data active = inhibition above about 50%
* marks the source's active call; other numbers are inactive results. These rows are one share of the data. The share of hits here may be higher or lower than overall.

SMILES	RNase H inhibition
CCSc1nnc2c(n1)OC(c1ccc(O)c(O)c1)Nc1ccccc1-2 (configuration not stated)	39.0%
CCOc1ccc(Nc2nc(-c3ccc(CC(C)C)cc3)cs2)cc1	0.0%
O=C1S/C(=C/c2ccco2)C(=O)N1CO	6.0%
CCOC(=O)C1=C(C)N=c2s/c(=C\c3ccccc3OCc3ccccc3)c(=O)n2C1c1ccc(OC)cc1 (configuration not stated)	0.0%
Cc1n[nH]c(C)c1Sc1ccccc1N=Cc1c(C)[nH]n(-c2ccccc2)c1=O	23.0%
Cc1ccc(N2C(=O)NC(=O)/C(=C/c3cccc(Cl)c3)C2=O)cc1	11.0%
CCC(C)N=Cc1c(O)n(Cc2ccccc2)c(=O)[nH]c1=O (configuration not stated)	4.0%
Nc1nnc(SCC(=O)NCC(=O)c2ccccc2)s1	0.0%
CCOC(=O)c1ccc(N2C(=O)C3CC=C(C)CC3C2=O)cc1 (configuration not stated)	0.0%
Cc1c(C=Nc2ccc(Br)cc2)c(O)n(C)c(=O)c1C#N	9.0%
COc1ccc(N=Cc2c(O)n(-c3ccccc3Cl)c(=O)[nH]c2=O)cc1	2.0%
CC(=O)N(CC(C)(C)CC=C(C)C)C1CCCCC1	12.0%
COc1ccccc1N1CCN(C(=O)C(=O)N/N=C/c2c(Cl)cccc2Cl)CC1	12.0%
CCC(=O)Nc1cccc(-c2nc3ccccc3o2)c1C	8.0%
Cc1c(N(C(=O)c2cc([N+](=O)[O-])cc([N+](=O)[O-])c2)C(C)C)c(=O)n(-c2ccccc2)n1C	2.0%
CC(=O)ON=C1c2cc(S(=O)(=O)N(C)C)ccc2-c2ccc(S(=O)(=O)N(C)C)cc21	10.0%
Oc1c(C=Nc2cccc(Br)c2)sc2ccccc12	8.0%
Cc1ccccc1CSCC(=O)NC1CCCCC1	7.0%
O=C1OC(c2ccccc2I)=N/C1=C\c1cccc([N+](=O)[O-])c1	19.0%
COc1ccccc1OCCCOc1ccccc1OC	0.0%
CCOC(=O)C1=C(C)N=c2s/c(=C\c3ccccc3O)c(=O)n2C1c1cc(OC)ccc1OC (configuration not stated)	24.0%
O=C(N/N=C/c1cc2c(cc1Br)OCO2)c1cc2ccccc2cc1O	4.0%
Cc1[nH][nH]c(=O)c1N=Nc1ccc(Br)cc1	15.0%
O=C(CCCNc1ccccc1)N/N=C/c1cccs1	9.0%
O=C(/C=C/c1ccccc1Cl)Nc1ccncc1	20.0%
Nc1nc(SCc2ccc(Cl)c(Cl)c2)nc2sc3c(c12)CCC3	12.0%
Cc1ccc(NC(=O)/C=C/c2ccco2)c([N+](=O)[O-])c1	7.0%
COCCNC(=O)CN(c1ccccc1OC)S(=O)(=O)c1ccccc1	8.0%
CCOC(=O)c1c(NC(=O)CSc2nncn2C)sc2c1CCCC2	2.0%
N/C(=N/OC(=O)c1ccccc1F)c1nonc1N	9.0%
Cc1ccc(S(=O)(=O)CCc2nc3ccccc3o2)cc1	10.0%
COc1ccc(NC(=O)COc2ccc(-c3ccc(C)cc3)cc2)cc1	5.0%
COc1ccc(OC)c(NC(=O)CN(c2ccc(C)cc2)S(=O)(=O)c2ccc(OC)c(OC)c2)c1	19.0%
CCCCOc1ccccc1C1CC(=O)Nc2c1ccc1ccccc21 (configuration not stated)	1.0%
Cc1ccc(-c2nc3ccccc3s2)cc1NC(=O)/C=C/c1ccco1	8.0%
CCOC(=O)c1c(C)nc(C)c(C(=O)OCC)c1-c1ccccc1	23.0%
CCCc1c(O)nc(SCCN(CC)CC)n(C(=O)c2ccccc2)c1=O	4.0%
CC1=C(C(=O)Nc2ccc(C)c(Cl)c2)C(c2cccc([N+](=O)[O-])c2)NC(=S)N1 (configuration not stated)	8.0%
CCOC(=O)c1ccc(NC(=O)CN2C(=O)S/C(=C/C(C)=C/c3ccccc3)C2=O)cc1	24.0%
COc1cc2c(cc1OC)C(C)N(C(=O)C1COc3ccccc3O1)CC2 (configuration not stated)	13.0%
Oc1ccc(/C=N/Nc2ccc(C(F)(F)F)cn2)c(O)c1	3.0%
CCn1c2ccccc2c2cc(/C=N/NC(=O)Nc3ccccc3)ccc21	14.0%
O=[N+]([O-])c1ccc(NCCNS(=O)(=O)c2ccc(Cl)cc2)c(Cl)c1	6.0%
O=C(CC1Nc2ccccc2NC1=O)Nc1ccc(O)cc1 (configuration not stated)	0.0%
O=C(Nc1ccc(Oc2ccccc2)cc1)c1cc(-c2cccc(Br)c2)nc2ccccc12	7.0%
COc1ccc(NC(=O)C(=O)NC2CCCC2)c(OC)c1	15.0%
C=CCN1C(=O)/C(=C\c2cccn2C)C(=O)NC1=S	49.0%
CC(=O)c1cccc(NC(=O)CSc2nncn2C)c1	0.0%
COc1ccc(-c2nc(NC(=O)c3ccccc3OC)sc2-c2ccc(OC)cc2)cc1	10.0%
O=C1NN(c2ccccc2)C(=O)/C1=C/c1ccc(-c2cccc([N+](=O)[O-])c2)o1	31.0%
O=C(c1ccccc1)N1CCN(Cc2ccc([N+](=O)[O-])cc2)CC1	13.0%
CCOc1ccc(NC(=O)c2c(NC(C)=O)sc3c2CCCC3)cc1	40.0%
Cc1ccc2nc(-c3ccc(I)cc3)cn2c1	5.0%
CCOC(=O)C1=C(C)N=c2s/c(=C\c3ccc(OCc4ccc([N+](=O)[O-])cc4)c(OCC)c3)c(=O)n2C1c1ccccc1Cl (configuration not stated)	12.0%
COC(=O)C1=C(C)NC(=S)NC1c1ccc(OCC(=O)N2CCOCC2)c(OC)c1 (configuration not stated)	25.0%
Cc1cc(C)c(S(=O)(=O)Nc2ccc(Cl)c(Cl)c2)c(C)c1	8.0%
Cc1ccc(NC(=O)/C=C/c2ccc(Cl)cc2)c([N+](=O)[O-])c1	0.0%
Cc1ccc(S(=O)(=O)N(C)C)c(C)c1N1CCc2cnn(S(=O)(=O)c3ccc(Cl)cc3)c21	15.0%
O=C1C=CC(=CN(O)c2ccc(Cl)cc2)C=C1	4.0%
Cc1ccc(C(=O)Nc2cc(-c3nc4ccc(C)cc4o3)ccc2C)cc1	0.0%

Grouped by structure: those above with a furan ring, fused or not.
SMILES	RNase H inhibition
O=C1S/C(=C/c2ccco2)C(=O)N1CO	6.0%
Cc1ccc(NC(=O)/C=C/c2ccco2)c([N+](=O)[O-])c1	7.0%
Cc1ccc(-c2nc3ccccc3s2)cc1NC(=O)/C=C/c1ccco1	8.0%
O=C1NN(c2ccccc2)C(=O)/C1=C/c1ccc(-c2cccc([N+](=O)[O-])c2)o1	31.0%

More compounds:
SMILES	RNase H inhibition
Cc1ccc(NC2(c3ccccc3)C(=O)c3ccccc3C2=O)cc1	4.0%
COc1cc(Br)c(CNC2C3CC4CC(C3)CC2C4)cc1OC (configuration not stated)	5.0%
Cc1cc2ncn(/N=C\c3ccccc3)c2cc1C	19.0%
O=S(=O)(c1ccc(Cl)cc1)N1CCN(C2CC3CCC2C3)CC1 (configuration not stated)	14.0%
Cc1ccc(NC2SC(=O)N(c3ccccc3)C2=O)cc1 (configuration not stated)	10.0%
CC1=C(C(=O)OCCc2ccccc2)C(c2ccc3c(c2)OCO3)C2=C(CC(c3ccccc3)CC2=O)N1 (configuration not stated)	6.0%
COc1cc(OC)cc(C(=O)N2CCN(S(=O)(=O)c3ccc(NC(C)=O)cc3)CC2)c1	0.0%
O=[N+]([O-])c1cccc(C=NN2CCN(Cc3ccccc3Cl)CC2)c1	22.0%
Nc1nnc(CC(=O)N/N=C/c2ccc(Sc3ccc(Cl)cc3)o2)s1	27.0%
Cc1c(Cl)cccc1NC(=O)c1ccc(C(=O)Nc2cccc(Cl)c2C)cc1	0.0%
COc1ccc(CCN(C(=S)Nc2ccccc2)C2CC(=O)N(c3ccccc3)C2=O)cc1 (configuration not stated)	9.0%
Cc1ccc2c(Cl)c(C(=O)Nc3ncccc3Cl)sc2c1	0.0%

Structures listed so far that have fluorine (2):
SMILES	RNase H inhibition
N/C(=N/OC(=O)c1ccccc1F)c1nonc1N	9.0%
Oc1ccc(/C=N/Nc2ccc(C(F)(F)F)cn2)c(O)c1	3.0%

Shown in CSV form: part of the list above
mol,RNase H inhibition
O=[N+]([O-])c1cccc(C=NN2CCN(Cc3ccccc3Cl)CC2)c1,22.0%
Nc1nnc(CC(=O)N/N=C/c2ccc(Sc3ccc(Cl)cc3)o2)s1,27.0%
Cc1c(Cl)cccc1NC(=O)c1ccc(C(=O)Nc2cccc(Cl)c2C)cc1,0.0%
COc1ccc(CCN(C(=S)Nc2ccccc2)C2CC(=O)N(c3ccccc3)C2=O)cc1 (configuration not stated),9.0%

(list continues)
SMILES	RNase H inhibition
O=C(O)CCC(=O)Nc1sc2c(c1C(=O)Nc1ccc(Cl)cc1)CCCCC2	28.0%
O=C(O)/C(=C/C(=O)c1ccccc1)N=Nc1c(O)[nH]c2ccccc12	7.0%
CC(=O)Oc1cccc(-c2nc3ccc(Br)cc3c(=O)o2)c1	20.0%
COc1ccccc1-c1cc(-c2ccccc2)nc(SC(C(N)=O)c2ccccc2)c1C#N (configuration not stated)	47.0%
Cc1cccc(N2C(=O)/C(=C/c3ccc(Cl)cc3)SC2=S)c1C	7.0%
CC1CCN(c2cc(N3CCC(C)CC3)c([N+](=O)[O-])cc2/C=c2/sc3nc4ccccc4n3c2=O)CC1	5.0%
Cc1ccc(-c2nc3n(n2)C(=O)CCS3)cc1	17.0%
Cc1ccc2cc(C)c(N3CCC(C)CC3)nc2c1	2.0%
COc1ccc(S(=O)(=O)n2cnc(C)c2)cc1	3.0%
O=C(COc1cccc2ccccc12)NNC(=O)c1ccc(Cl)c(Cl)c1	9.0%
O=C(/C=C/c1ccc2c(c1)OCO2)Nc1ccccc1Cl	5.0%
CCOc1ccc(C(=O)Nc2cc3nn(-c4ccc(Cl)cc4)nc3cc2C)cc1	13.0%
Cc1ccc(O)c(NC(=O)c2cc3n(n2)C(C(F)(F)F)CC(c2ccc(F)cc2)N3)c1 (configuration not stated)	12.0%
CCC(=O)NC(=S)Nc1ccc(C(C)=O)cc1	5.0%
COc1ccc(S(=O)(=O)N(CC(=O)N2CCCCCC2)c2cc(C)cc(C)c2)cc1OC	5.0%
CCOc1ccc(CN(CCc2ccc3c(c2)OCO3)Cc2cc(OC)c(OC)cc2OC)cc1	12.0%
CCSC1=C(C#N)C(c2ccccc2Cl)C(C(=O)Nc2ccccc2C)=C(C)N1 (configuration not stated)	8.0%
CC(Sc1n[nH]c(=O)[nH]c1=O)C(=O)OCc1ccccc1 (configuration not stated)	0.0%
O=[N+]([O-])c1ccc(-c2[nH]c(-c3cccs3)nc2-c2ccccc2)cc1	11.0%
CC(=O)C1=C(C)NC(SCC(=O)c2ccc(Cl)cc2)=C(C#N)C1CC(C)C (configuration not stated)	19.0%
O=C(CSc1cccc2cccnc12)N1CCOCC1	7.0%
CC(=O)Nc1ccc(S(=O)(=O)Nc2cccc(C)c2C)cc1	17.0%
O=C(CCC(=O)N/N=C/c1ccncc1)N/N=C\c1ccncc1	0.0%
CC(=O)c1c(-c2ccc(C)cc2)c2ccccc2[nH]c1=O	4.0%
O=C(NCCO)/C(=C/c1cccc([N+](=O)[O-])c1)NC(=O)c1cccs1	7.0%
Cc1cccc(COc2ccc(Cl)cc2/C=C2/SC(=S)NC2=O)c1	47.0%
COc1ccccc1C(=O)Nc1ccc2oc(-c3ccccc3C)nc2c1	1.0%
COc1cccc(/C=C2/C(=O)NC(=O)N(c3ccc(Cl)cc3)C2=O)c1OC	7.0%
Oc1ccc2ccccc2c1CN1CCN(Cc2ccccc2)CC1	8.0%
O=C(CC12CC3CC(C1)CC(CC(=O)Nc1cc(Cl)ccc1Cl)(C3)C2)Nc1cc(Cl)ccc1Cl	13.0%
CCOc1cccc(NC(=O)/C(C#N)=C\c2cc(C)n(-c3sc4c(c3C#N)CCCC4)c2C)c1	17.0%
O=C(O)CCCC(=O)Nc1nc(-c2ccc(F)cc2)cs1	2.0%
CC1=NN(C(=O)COc2ccccc2)C(O)(c2ccc(Cl)cc2)C1 (configuration not stated)	16.0%
O=C1C(=O)N(c2nccs2)C(c2cccc(Br)c2)/C1=C(\O)c1ccc(F)cc1 (configuration not stated)	10.0%
COc1cccc(OCCOc2cccc(/C=C3/SC(=S)N(c4ccccc4)C3=O)c2)c1	14.0%
O=C(N/N=C/c1cc(O)ccc1[N+](=O)[O-])c1sc2ccccc2c1Cl	13.0%
COc1ccc(C2=C/C(=C/c3ccc(Cl)cc3)C(=O)O2)cc1	11.0%
CC1CCN(Cc2c(O)ccc3c4c(c(=O)oc23)CCC4)CC1	0.0%
COc1cc(CN2CCN(Cc3ccccc3)CC2)cc(OC)c1O	2.0%
Cc1c(Cc2ccccc2)c(=O)oc2cc(OC(=O)C3CC3)ccc12	10.0%
S=C(Nc1ccc2nccnc2c1)Nc1cccc2ccccc12	27.0%
O=C(N/N=C/c1c(Cl)cccc1Cl)c1cc(-c2cccc([N+](=O)[O-])c2)n[nH]1	31.0%
N#Cc1ccccc1COc1ccc(/C=C2\C=C(c3ccc(Br)cc3)OC2=O)cc1	38.0%
Cc1cc(C(=O)NCCC(C)C)ccc1[N+](=O)[O-]	1.0%
N#Cc1cccc(N=Cc2cc3c(cc2[N+](=O)[O-])OCO3)c1	22.0%
C=CCSc1nc2ccccc2n1C(=O)/C=C/c1cccs1	16.0%
COc1cccc(CNc2ccc(F)c(Cl)c2)c1	19.0%
Cc1cccc(S(=O)(=O)N2CCSC2c2cccc(Cl)c2)c1 (configuration not stated)	16.0%
C=CCOc1ccc(/C=C2\SC(=Nc3ccccc3)NC2=O)cc1OC	0.0%
CCOc1ccccc1NC(=O)c1ccc(Cl)cc1	3.0%
Ic1cccc(-c2nnc(-c3ccccc3)o2)c1	3.0%
COc1ccc(Cl)cc1C(=O)Nc1ccccc1C	14.0%
CCc1c(C)c(C#N)c2nc3ccccc3n2c1Nc1ccc(Cl)cc1	26.0%
O=S(=O)(Oc1cccc2cccnc12)c1ccc(Cl)c2ccccc12	43.0%
CCOC(=O)C1=C(C)N=c2s/c(=C\c3ccc(C(C)C)cc3)c(=O)n2C1c1cc(OC)ccc1OC (configuration not stated)	15.0%
CCCCCc1ccc(-c2ccc(-c3ccc(O)cc3)nc2)cc1	26.0%
COc1ccc(N=C2NC(=O)/C(=C/c3ccc(I)o3)S2)cc1	0.0%
Cc1ccc(-c2cc(=O)oc(-c3c[nH]c4ccccc34)n2)cc1[N+](=O)[O-]	26.0%
